mHTT-CaM PPI inh: inhibitors of human mutant huntingtin-calmodulin interaction; P42858; AlphaScreen His-mHTT/GST-CaM binding, luminescence; inhibition, % at 15 µM; hit rate 3.6% among 190,000;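 also: 0% = both proteins with DMSO and 100% = one protein alone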
Pf apPOL block: Pf-apPOL DNA polymerase inhibition; Recombinant Pf-apPOL, molecular beacon fluorescence, 1.5 h; inhibition, % at 10 µM; hit rate 0.25% among 210,000
* hit, by the source's call; i = inactive; . = not tested or not shown; & = joins results of further samples. Rule as the data show it: active = inhibition above about 50%; inactive = the rest.

The opening four compounds as a preview:
canonical_smiles: COc1cc(C(=O)Nc2ccc(-c3nc4ccccc4s3)cc2)cc(OC)c1OC
  mHTT-CaM PPI inh: 3
  Pf apPOL block: -6
canonical_smiles: CN1CCN(CCCNC(=O)c2noc3c2CCCCC3)CC1
  mHTT-CaM PPI inh: 8
  Pf apPOL block: -4
canonical_smiles: Cc1cccc(OCc2nc(C(=O)NC3CC3)cs2)c1
  mHTT-CaM PPI inh: -8
  Pf apPOL block: 1
canonical_smiles: CCOc1ccc2nc(C)cc(Nc3ccc(C)c(Cl)c3)c2c1
  mHTT-CaM PPI inh: 95*
  Pf apPOL block: -12

The whole of this part, from the first entry:
canonical_smiles: COc1cc(C(=O)Nc2ccc(-c3nc4ccccc4s3)cc2)cc(OC)c1OC
  mHTT-CaM PPI inh: 3
  Pf apPOL block: -6
canonical_smiles: CN1CCN(CCCNC(=O)c2noc3c2CCCCC3)CC1
  mHTT-CaM PPI inh: 8
  Pf apPOL block: -4
canonical_smiles: Cc1cccc(OCc2nc(C(=O)NC3CC3)cs2)c1
  mHTT-CaM PPI inh: -8
  Pf apPOL block: 1
canonical_smiles: CCOc1ccc2nc(C)cc(Nc3ccc(C)c(Cl)c3)c2c1
  mHTT-CaM PPI inh: 95*
  Pf apPOL block: -12
canonical_smiles: O=S1(=O)N[C@H](Cc2ccccc2)COc2cccc(N3CCCCC3)c21
  mHTT-CaM PPI inh: 9
  Pf apPOL block: -4
canonical_smiles: Cc1ccc(C2=NN(CC(=O)NCc3ccc(F)cc3)C(=O)CC2)cc1
  mHTT-CaM PPI inh: 9
  Pf apPOL block: -10
canonical_smiles: O=C(CC1Sc2ccccc2NC1=O)Nc1ccc(OC(F)F)cc1 (stereo not drawn)
  mHTT-CaM PPI inh: 2
  Pf apPOL block: 0
canonical_smiles: CN1CCN(C(=O)c2csc(CN3CCN(c4ccc(F)cc4)CC3)n2)CC1
  mHTT-CaM PPI inh: 3
  Pf apPOL block: -2
canonical_smiles: CC(=O)c1ccc(NC(=O)C2CCC2)cc1
  mHTT-CaM PPI inh: 3
  Pf apPOL block: -47
canonical_smiles: CN(CCc1ccccc1)CC(O)c1cccc([N+](=O)[O-])c1 (stereo not drawn)
  mHTT-CaM PPI inh: -4
  Pf apPOL block: -4
canonical_smiles: O=C(NC1CC1)c1ccc(N2CCC(NCc3cccc(O)c3)C2)nc1 (stereo not drawn)
  mHTT-CaM PPI inh: -3
  Pf apPOL block: -3
canonical_smiles: Cc1nn(C)cc1-c1nnc(C23CC4CC(CC(C4)C2)C3)o1
  mHTT-CaM PPI inh: -2
  Pf apPOL block: .
canonical_smiles: Cc1[nH]nc(-c2ccc(C(C)(C)C)cc2)c1NC(=O)C(C)C
  mHTT-CaM PPI inh: -2
  Pf apPOL block: 0
canonical_smiles: O=C(NCC(O)c1ccccc1)C(=O)NC1CC1 (stereo not drawn)
  mHTT-CaM PPI inh: -5
  Pf apPOL block: 19
canonical_smiles: O=C(CSc1ccc(-c2ccncc2)nn1)NCc1ccccc1Cl
  mHTT-CaM PPI inh: 0
  Pf apPOL block: 0

Compound profiles (already shown).
Profile of Cc1cccc(OCc2nc(C(=O)NC3CC3)cs2)c1 : mHTT-CaM PPI inh: -8; Pf apPOL block: 1
Profile of CN(CCc1ccccc1)CC(O)c1cccc([N+](=O)[O-])c1 (stereo not drawn) : mHTT-CaM PPI inh: -4; Pf apPOL block: -4

Additional structures
canonical_smiles: COc1ccc(C2NC(C(=O)O)CS2)cc1OC (stereo not drawn)
  mHTT-CaM PPI inh: 1
  Pf apPOL block: -5
canonical_smiles: COc1cccc(C(=O)N2CCc3c(c(COCc4ccc(Cl)cc4)nn3C)C2)c1
  mHTT-CaM PPI inh: 26
  Pf apPOL block: -1
canonical_smiles: CCC(=O)N1CCc2cc(N3CC(C(=O)Nc4cccc(C)c4)CC3=O)ccc21 (stereo not drawn)
  mHTT-CaM PPI inh: -4
  Pf apPOL block: -5
canonical_smiles: CC1(C)CC(=O)C2=C(C1)N=C1c3ccccc3C(=O)C1C2c1ccc2c(c1)OCO2 (stereo not drawn)
  mHTT-CaM PPI inh: 49
  Pf apPOL block: -3
canonical_smiles: CC1CCc2cc(F)cc3c(O)c(C(=O)NCCCN(C)C)c(=O)n1c23 (stereo not drawn)
  mHTT-CaM PPI inh: 99*
  Pf apPOL block: -66
canonical_smiles: O=C(NCc1cnccn1)c1cccnc1N1CCNC(c2ccccc2)C1 (stereo not drawn)
  mHTT-CaM PPI inh: 5
  Pf apPOL block: 0
canonical_smiles: O=C(Nc1ccc2c(c1)C(=O)Nc1ccccc1O2)c1cccs1
  mHTT-CaM PPI inh: -15
  Pf apPOL block: -2
canonical_smiles: COCCCNC(=O)C1(C)CCC(=O)N1Cc1ccc(C)cc1 (stereo not drawn)
  mHTT-CaM PPI inh: 3
  Pf apPOL block: -4
canonical_smiles: CCSc1nnc(NC(=O)CCn2cnc3c(cnn3-c3ccc(F)cc3)c2=O)s1
  mHTT-CaM PPI inh: -7
  Pf apPOL block: -10
canonical_smiles: O=C(Nc1ccc(S(=O)(=O)N2CCOCC2)cc1)C(Sc1ccccc1)c1ccccc1 (stereo not drawn)
  mHTT-CaM PPI inh: -7
  Pf apPOL block: -6
canonical_smiles: CCCCOc1ccc(C=C2SC(=S)N(C(CC(=O)O)C(=O)O)C2=O)cc1OC (stereo not drawn)
  mHTT-CaM PPI inh: 10
  Pf apPOL block: -29
canonical_smiles: CCN(c1ccc(F)cc1)S(=O)(=O)c1ccc2[nH]cc(C(=O)NCCN(C)C)c(=O)c2c1
  mHTT-CaM PPI inh: 3
  Pf apPOL block: -7
canonical_smiles: COc1ccc(CNC(=O)c2cc3cc4ccc(OC)cc4nc3s2)c(OC)c1
  mHTT-CaM PPI inh: 0
  Pf apPOL block: -2
canonical_smiles: CC1CCN(CC2CCN(S(=O)(=O)Cc3ccccc3)CC2)CC1
  mHTT-CaM PPI inh: 7
  Pf apPOL block: -3
canonical_smiles: O=C(NNC(=O)c1cccs1)c1ccc2ncccc2c1
  mHTT-CaM PPI inh: .
  Pf apPOL block: 1

canonical_smiles: Cc1nnc(NC(=O)c2ccncc2)s1
  mHTT-CaM PPI inh: -3
  Pf apPOL block: -3
canonical_smiles: CN1CCN(c2ccc(Nc3ccnc4cc(Cl)ccc34)cc2)CC1
  mHTT-CaM PPI inh: 14
  Pf apPOL block: -3
canonical_smiles: CCOc1ccc(-c2nn(-c3ccccc3)cc2C2NC(=O)NC2=O)cc1 (stereo not drawn)
  mHTT-CaM PPI inh: 3
  Pf apPOL block: 2
canonical_smiles: O=S(=O)(Nc1ccc(O)c(Cl)c1)c1cc(Cl)ccc1Cl
  mHTT-CaM PPI inh: 12
  Pf apPOL block: 4
canonical_smiles: CCC/C=C/c1ccc(CN2C(C)C(=O)N(Cc3cn(CCOCOC)nn3)CCS2(=O)=O)cc1 (stereo not drawn)
  mHTT-CaM PPI inh: 4
  Pf apPOL block: -16
canonical_smiles: CCCCC(=O)Nc1c(-c2ccccc2C)nc2ccc(C)cn12
  mHTT-CaM PPI inh: 7
  Pf apPOL block: 1
canonical_smiles: CCC(C)NC(=O)C(=O)Nc1ccccc1OC (stereo not drawn)
  mHTT-CaM PPI inh: -7
  Pf apPOL block: -7
canonical_smiles: CC1(C)CC(NC(=O)C(=O)NC2CC(C)(C)N(O)C(C)(C)C2)CC(C)(C)N1O
  mHTT-CaM PPI inh: -8
  Pf apPOL block: 7
canonical_smiles: CC12CCC(C(=O)N3CCC(Cc4ccc(F)cc4)CC3)(OC1=O)C2(C)C (stereo not drawn)
  mHTT-CaM PPI inh: -14
  Pf apPOL block: -2
canonical_smiles: COCCN=C1Nc2ccccc2NC12CCCN(C(=O)CSc1ccccc1)C2 (stereo not drawn)
  mHTT-CaM PPI inh: 76*
  Pf apPOL block: -5
canonical_smiles: COCC(C)NC(=O)c1cc(-c2ccc(OC)c(OC)c2)on1 (stereo not drawn)
  mHTT-CaM PPI inh: -3
  Pf apPOL block: -10
canonical_smiles: CNc1nc(Nc2ccccc2Cl)nc2ccccc12
  mHTT-CaM PPI inh: -10
  Pf apPOL block: 5
canonical_smiles: COc1ccc(Br)cc1CN1C(=O)c2ccccc2C1C(=O)NC1CCCC1 (stereo not drawn)
  mHTT-CaM PPI inh: 11
  Pf apPOL block: -15
canonical_smiles: O=C(CS(=O)(=O)c1cn(Cc2cccc(F)c2)c2ccccc12)Nc1ccccc1
  mHTT-CaM PPI inh: 6
  Pf apPOL block: -5
canonical_smiles: COc1cc(O)c(C(CC(=O)N2CCOCC2)c2ccc(N(C)C)cc2)c(OC)c1 (stereo not drawn)
  mHTT-CaM PPI inh: 15
  Pf apPOL block: -8

canonical_smiles: CCC(Sc1nnnn1-c1ccccc1)C(=O)Nc1cccc(C(C)=O)c1 (stereo not drawn)
  mHTT-CaM PPI inh: -4
  Pf apPOL block: 0
canonical_smiles: COc1ccc(NC(=O)CCCn2c(=O)c3sccc3n(Cc3ccc(F)cc3)c2=O)cc1
  mHTT-CaM PPI inh: 0
  Pf apPOL block: -2
canonical_smiles: Cc1cccc(/C(N)=N/OC(=O)N2c3ccccc3Sc3ccccc32)c1
  mHTT-CaM PPI inh: i
  Pf apPOL block: -22
canonical_smiles: COCCn1c(C2CCN(C(=O)NC3CCCC3)C2)nc2cccnc21 (stereo not drawn)
  mHTT-CaM PPI inh: 4
  Pf apPOL block: -6
canonical_smiles: CCN1CCN(c2ccc(C(=O)OC)cc2NC(=O)CSc2ccccc2)CC1
  mHTT-CaM PPI inh: 14
  Pf apPOL block: -1
canonical_smiles: COc1ccccc1C1C=C(c2ccc(Br)cc2)Nc2nnnn21 (stereo not drawn)
  mHTT-CaM PPI inh: 4
  Pf apPOL block: -2
canonical_smiles: Cc1ccc(S(=O)(=O)N2CCN(C(=O)CN3CCCC3)C2)cc1[N+](=O)[O-]
  mHTT-CaM PPI inh: 2
  Pf apPOL block: -4
canonical_smiles: N#CC1=C(N)OC2=C(C(=O)CCC2)C1c1ccco1 (stereo not drawn)
  mHTT-CaM PPI inh: -2&2&2
  Pf apPOL block: -9&-6
canonical_smiles: COc1ccc(NC(=O)C2CCc3sc(C(=O)N4CCCC4)cc3C2)cc1OC (stereo not drawn)
  mHTT-CaM PPI inh: 3
  Pf apPOL block: 1
canonical_smiles: N#Cc1cccc(S(=O)(=O)N2CCc3nc4cc(-c5ccccc5)[nH]n4c(=O)c3C2)c1
  mHTT-CaM PPI inh: 19
  Pf apPOL block: 9
canonical_smiles: CCC(C)NC(=O)C1CCN(Cc2cn(CC)c3ccc(OC)cc23)CC1 (stereo not drawn)
  mHTT-CaM PPI inh: 1
  Pf apPOL block: 7
canonical_smiles: CNC(=O)C1CN(C(=O)CC2CCCCC2)CC12CCCC2 (stereo not drawn)
  mHTT-CaM PPI inh: -2
  Pf apPOL block: 5
canonical_smiles: Cc1ccc(CCNC(=O)CCCc2cn(C)c3ccccc23)cc1
  mHTT-CaM PPI inh: 33
  Pf apPOL block: -12
canonical_smiles: CCNc1nc(NCC)n2c(SCC(=O)Nc3ccc(OCC)cc3[N+](=O)[O-])nnc2n1
  mHTT-CaM PPI inh: 19
  Pf apPOL block: 2
canonical_smiles: O=C1c2cccc3cccc(c23)C(=O)N1CC1CCN(C(=O)C23CC4CC(CC(C4)C2)C3)CC1
  mHTT-CaM PPI inh: 0
  Pf apPOL block: 2

canonical_smiles: COc1ccc(NC(=O)C2CCN(c3cc(N4CCSCC4)ncn3)CC2)c(OC)c1
  mHTT-CaM PPI inh: 1
  Pf apPOL block: -4
canonical_smiles: COc1cccc(C2C=C(c3ccc(F)cc3)Nc3nnnn32)c1OC (stereo not drawn)
  mHTT-CaM PPI inh: 13
  Pf apPOL block: -7
canonical_smiles: CN(C)S(=O)(=O)c1ccccc1
  mHTT-CaM PPI inh: -8
  Pf apPOL block: 12
canonical_smiles: O=S1(=O)c2ccccc2S(=O)(=O)N1c1cccc(C(F)(F)F)c1
  mHTT-CaM PPI inh: -1
  Pf apPOL block: -5

Part of the list above in order of number of heavy atoms, high to low:
canonical_smiles: COc1ccc(NC(=O)C2CCN(c3cc(N4CCSCC4)ncn3)CC2)c(OC)c1
  mHTT-CaM PPI inh: 1
  Pf apPOL block: -4
canonical_smiles: COc1cccc(C2C=C(c3ccc(F)cc3)Nc3nnnn32)c1OC (stereo not drawn)
  mHTT-CaM PPI inh: 13
  Pf apPOL block: -7
canonical_smiles: O=S1(=O)c2ccccc2S(=O)(=O)N1c1cccc(C(F)(F)F)c1
  mHTT-CaM PPI inh: -1
  Pf apPOL block: -5
canonical_smiles: CNC(=O)C1CN(C(=O)CC2CCCCC2)CC12CCCC2 (stereo not drawn)
  mHTT-CaM PPI inh: -2
  Pf apPOL block: 5
canonical_smiles: CN(C)S(=O)(=O)c1ccccc1
  mHTT-CaM PPI inh: -8
  Pf apPOL block: 12

As entered above.
Cc1cccc(OCc2nc(C(=O)NC3CC3)cs2)c1 – mHTT-CaM PPI inh = -8
CC1CCc2cc(F)cc3c(O)c(C(=O)NCCCN(C)C)c(=O)n1c23 (stereo not drawn) – Pf apPOL block = -66
COCCCNC(=O)C1(C)CCC(=O)N1Cc1ccc(C)cc1 (stereo not drawn) – mHTT-CaM PPI inh = 3
CCOc1ccc(-c2nn(-c3ccccc3)cc2C2NC(=O)NC2=O)cc1 (stereo not drawn) – mHTT-CaM PPI inh = 3

Screening results (PubChem BioAssay)
